TPT1 inhibitor: blocks Candida albicans tRNA 2'-phosphotransferase; recombinant caTPT1, FP RNA substrate dephosphorylation; inhibition, % at 5 µM; 300,000 compounds, 0.81% hits; AID 1962;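 active means inhibition above the mean of all tested compounds plus 3 SD, set per screening campaign, cut at about 24% in these data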;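 further: plate controls were DMSO alone for no effect and ferristatin control at 100 nM for full effect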
PP1 counter: PP1-alpha (human) inhibition in PP5 counter-screen; P62136; purified PP1alpha, OMFP fluorescence; inhibition, % at 6.7 µM; 320,000 compounds, 0.9% hits;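 active means inhibition above the mean inhibition of all tested compounds plus 3 SD, computed separately for each screening campaign, cut at about 15% in these data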
Target sequence (P62136 whole entry, looked up): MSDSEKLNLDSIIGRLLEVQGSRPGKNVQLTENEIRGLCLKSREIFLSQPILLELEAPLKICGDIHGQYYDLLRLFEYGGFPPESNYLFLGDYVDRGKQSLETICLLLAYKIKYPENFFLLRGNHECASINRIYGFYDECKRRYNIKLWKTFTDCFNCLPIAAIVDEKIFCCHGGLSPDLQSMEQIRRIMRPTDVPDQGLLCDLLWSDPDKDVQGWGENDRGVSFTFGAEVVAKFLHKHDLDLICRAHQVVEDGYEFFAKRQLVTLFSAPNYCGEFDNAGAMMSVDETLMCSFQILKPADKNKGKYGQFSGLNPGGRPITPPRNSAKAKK
ZTA counter: counter-screen for EBNA-1 inhibitors: inhibitors of Epstein-Barr virus ZTA; inhibition, % at 11 µM; ZTA-DNA binding, fluorescence polarization; P03206; AID 2234; 320,000 compounds, 0.15% hits; in the data active means inhibition above about 33%
Target sequence (P03206 whole entry, looked up): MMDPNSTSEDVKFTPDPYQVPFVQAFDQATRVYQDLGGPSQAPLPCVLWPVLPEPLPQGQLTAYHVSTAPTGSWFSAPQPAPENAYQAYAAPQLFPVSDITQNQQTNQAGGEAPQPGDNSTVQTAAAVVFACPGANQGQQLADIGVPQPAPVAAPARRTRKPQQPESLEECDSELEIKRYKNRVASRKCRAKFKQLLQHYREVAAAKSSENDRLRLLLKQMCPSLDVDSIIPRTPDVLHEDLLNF
EBNA-1 inh: blocks EBNA-1 binding to DNA | EBNA-1 DNA binding, fluorescence polarization | inhibition, % at 14.8 µM | 300,000 compounds, 0.34% hits; in the data active means inhibition above about 28%
PP5 primary: blocks human protein phosphatase 5 activity. 320,000 compounds, 0.18% hits. inhibition, % at 6.7 µM. P53041. purified PP5c, OMFP substrate fluorescence. AID 1987;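 active means inhibition above the campaign's mean inhibition across all tested compounds plus 3 SD, cut at about 9.5% in these data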;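 further: 0% = DMSO only and 100% = 100 µM cantharidin control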
CTSL1 counter: counter-screen for PFM18AAP inhibitors: inhibitors of F. hepatica cathepsin L1; 300,000 compounds, 0.49% hits; inhibition, % at 5.96 µM; recombinant F. hepatica cathepsin L1, Z-Leu-Arg-MCA fluorescence; AID 1906;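 active means inhibition above the mean of all tested compounds plus 3 SD, set per screening campaign, cut at about 17% in these data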;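 further: 0% = plate median of test compound wells and 100% = 1 µM Z-Phe-Ala-diazomethylketone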
CR mimetic SO: caloric restriction mimetics inhibiting age-related superoxide in yeast. S. cerevisiae aged cells, superoxide DHE fluorescence; hits give low values. superoxide response (% of plate mean), % at 10 µM. 330,000 compounds, 0.18% hits. AID 2690;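 active means superoxide response under a set limit, about three screen SD below normal, cut at about 65% in these data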;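 further: yeast aged for seven days with compound at 30 °C before DHE staining; 100% = average MFI of all compound-treated wells on the plate with controls excluded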
HCV core dimer: HCV core protein dimerization inhibition; TR-FRET GST/Flag-core106 dimerization, 1536-well; 300,000 compounds, 0.33% hits; AID 1899; inhibition, % at 5 µM;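 active means inhibition above the mean of all tested compounds plus 3 SD, set per screening campaign, cut at about 45% in these data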
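test system = GST/Flag-tagged HCV core106 proteins | probe or stimulus = Eu donor and XL665 acceptor anti-tag antibodies | times = compound-protein-antibody incubation 4 h at 22.5 °C | signal = TR-FRET, excitation 340 nm, emission 617 and 671 nm | measure = percent inhibition of core106 dimerization signal | controls = wells lacking GST-core106 and wells with excess unlabelled core106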
JMJD2C inh: inhibitors of human GASC-1 (JMJD2C) demethylase. Q9H3R0. GST-JMJD2C(1-420) H3K9me3 demethylation, DELFIA europium. inhibition, % at 2.35 µM. 330,000 compounds, 0.069% hits. AID 2099;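 active means more than half of a compound's replicate wells show inhibition beyond 50%, single wells judged on their own value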;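 further: signal counts dimethyl H3K9 product captured on neutravidin plate; 0% = median of DMSO wells and 100% = 0.3 times that DMSO median; strong numbers were not always called active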
Target sequence (Q9H3R0 1-420 limits assumed): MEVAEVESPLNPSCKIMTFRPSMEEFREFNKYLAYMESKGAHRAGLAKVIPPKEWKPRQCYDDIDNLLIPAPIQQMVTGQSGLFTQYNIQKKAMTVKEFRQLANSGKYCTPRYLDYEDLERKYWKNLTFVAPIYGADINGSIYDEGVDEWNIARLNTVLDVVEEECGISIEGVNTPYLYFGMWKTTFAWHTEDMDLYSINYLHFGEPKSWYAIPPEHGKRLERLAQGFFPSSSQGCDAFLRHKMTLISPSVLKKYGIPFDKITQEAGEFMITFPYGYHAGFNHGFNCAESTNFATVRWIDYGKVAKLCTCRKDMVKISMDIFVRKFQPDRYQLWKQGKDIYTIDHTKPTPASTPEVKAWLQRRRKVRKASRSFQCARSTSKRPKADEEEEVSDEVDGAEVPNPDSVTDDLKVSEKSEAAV
* marks the source's active call; other numbers are inactive results; i = inactive; . = not tested or not shown; & = joins results of further samples.

A first look:
SMILES	TPT1 inhibitor	PP1 counter	ZTA counter	EBNA-1 inh	PP5 primary	CTSL1 counter	CR mimetic SO	HCV core dimer	JMJD2C inh
CCc1ccc(NC(=O)CSc2nc(N)c(NC(=O)c3ccc(F)c(F)c3)c(=O)[nH]2)cc1	0	0	3	-2	4.1	-2	105	3	-2
CC(Oc1cccc(F)c1)c1ccnc2nc(/N=C/N(C)C)nn12 (configuration not stated)	-5	0	21	-2	0.5	-2	91	-3	6
O=C(CSc1nnc(-c2ccccn2)o1)Nc1ccccc1F	1	-1	0	3	1.3	0	90	3	2
O=C(NNS(=O)(=O)c1ccc(F)cc1)c1ccc(O)cc1	0	4	-18	4	0.4	3	102	0	i
O=C(Nc1cccc(N2C(=O)C3C4C=CC(C4)C3C2=O)c1)c1cccs1 (configuration not stated)	0	1	-18	-1	-1.8	2	124	-1	-9

The listing, from the first entry:
SMILES	TPT1 inhibitor	PP1 counter	ZTA counter	EBNA-1 inh	PP5 primary	CTSL1 counter	CR mimetic SO	HCV core dimer	JMJD2C inh
CCc1ccc(NC(=O)CSc2nc(N)c(NC(=O)c3ccc(F)c(F)c3)c(=O)[nH]2)cc1	0	0	3	-2	4.1	-2	105	3	-2
CC(Oc1cccc(F)c1)c1ccnc2nc(/N=C/N(C)C)nn12 (configuration not stated)	-5	0	21	-2	0.5	-2	91	-3	6
O=C(CSc1nnc(-c2ccccn2)o1)Nc1ccccc1F	1	-1	0	3	1.3	0	90	3	2
O=C(NNS(=O)(=O)c1ccc(F)cc1)c1ccc(O)cc1	0	4	-18	4	0.4	3	102	0	i
O=C(Nc1cccc(N2C(=O)C3C4C=CC(C4)C3C2=O)c1)c1cccs1 (configuration not stated)	0	1	-18	-1	-1.8	2	124	-1	-9
CCC(C)NC(=O)C1CCN(S(=O)(=O)N2CCC3(CC2)OCCO3)CC1 (configuration not stated)	0	0	-7	0	-1.2	-3	86	2	-13
CC(=O)Nc1ccc(/C(C)=N/NC(=O)c2ccccc2Cl)cc1	0	-2	10	-5	1.7	-5	100	2	-30
O=C(NCC1CCCO1)c1cc(-c2ccc(F)cc2)no1 (configuration not stated)	-1	0	6	1	0.5	2	95	13	7
COc1ccc(S(=O)(=O)N(CC(=O)N2CCN(c3ccccc3)CC2)c2ccccc2)cc1	-2	0	19	4	-3.0	1	94	1	1
CCOC(=O)c1ccc(N2Cc3ccccc3C2=N)cc1	-3	-4	-2	1	0.5	-2	94	-5	-3
NC(=O)CN1CCCN(S(=O)(=O)c2ccc(Br)cc2)CC1	4	-4	-2	3	-0.8	3	98	1	6
CN(Cc1ccccc1)S(=O)(=O)c1ccc(NS(=O)(=O)Cc2ccccc2)cc1	2	-12	2	-4	4.2	5	97	6	-1
O=C(C[n+]1cc(Br)cc2ccccc21)c1ccc(F)cc1	25*	1	-10	9	0.2	-7	95	0	-11
COc1ccc(Br)c(C(=O)N2CCN(S(=O)(=O)c3cccs3)CC2)c1	-5	-2	3	5	-1.2	3	98	2	-12
Cc1cc(NC(=O)CCC(=O)N(CC(=O)NCC2CCCO2)c2ccc(F)c(Cl)c2)no1 (configuration not stated)	-1	-3	-1	-14	1.8	2	89	0	-12
Cc1cc(C)c2c(c1)C1(OCCO1)C(=O)N2	-3	3	-12	-21	2.5	0	100	0	-10
CCCCNC(=O)N(c1c(N)n(Cc2ccccc2)c(=O)[nH]c1=O)C1CCCC1	1	-3	3	-7	-5.9	-1	87	-3	-15
O=C(Nc1ccccc1C(=O)NCC1CCCO1)c1ccccc1F (configuration not stated)	-4	0	-7	8	0.6	1	90	-7	0
Cc1ccccc1S(=O)c1ccccc1C(=O)O (configuration not stated)	-1	0	12	-6	2.8	0	93	6	-2
CCc1nnc(NC(=O)c2c(-c3ccccc3)noc2C)s1	-2	0	-4	-15	-5.4	-2	105	-9	-8
CC(=O)N1CCc2cc(S(=O)(=O)CCC(=O)NCc3cccs3)ccc21	2	-5	6	-4	1.0	-1	97	4	5
Cc1cc(NCc2ccccc2)c2ccccc2n1	3	-1	13	-2	1.0	2	99	-1	1
Nc1ccccc1C(=O)NCCCN1CCOCC1	-2	-2	-6	-2	0.2	-2	101	-1	-3
CCCc1ccc(OC(=O)c2ccc(O)cc2Cl)cc1	-2	4	13	3	4.6	1	99	2	2
CCOC(=O)C(=Cc1c[nH]c2ccc(S(=O)(=O)N(C)C)cc12)C(=O)OCC	1	-3	12	-9	0.3	0	91	1	0
Cc1[nH]n(C)c(=O)c1N=Nc1ccc(S(C)(=O)=O)cc1	1	-4	2	9	2.3	-2	89	-3	1
CCOC(=O)CNC(=O)CSc1nnnn1-c1ccc(C)c(C)c1	2	-1	4	-2	1.7	-1	97	-5	7
NC1=NC[C@H](Cc2ccc(O)cc2)N1CC1CCCCC1	-1	3	4	4	-1.0	2	94	0	-6
CCN(CC)C(=O)CSc1nc2c(sc(=S)n2-c2ccccc2)c(=O)n1-c1ccc(OC)c(OC)c1	-1	3	-1	-9	1.2	-3	115	11	-11
Cc1cc(C)c(S(=O)(=O)N2CCOC2CNC(=O)C(=O)NCCc2c[nH]c3ccccc23)c(C)c1 (configuration not stated)	0	-1	-5	-1	2.2	-4	89	9	-3
Cc1ccc(S(=O)(=O)N(C)CC(=O)OCC(=O)NC(=O)Nc2ccc3c(c2)OCCO3)cc1	-2	0	-2	3	2.6	-27	105	3	-4
COc1cccc(CC(=O)OCC(=O)NC2CCCC2)c1	.	6	-12	.	1.5	.	119	.	-15
Cc1ccc(-n2nnc3c(=O)n(Cc4cc(C)ccc4C)cnc32)cc1	-1	1	2	0	2.7	-2	114	12	3
NC(=O)c1ccc(N=Cc2ccc([N+](=O)[O-])s2)cc1	-1	0	-8	-8	1.8	11	84	-6	16
CC(=O)Nc1ccc2nc(C)n(Cc3ccc(Cl)cc3)c(=O)c2c1	0	-2	-18	6	0.4	0	102	-1	-2
O=C(CN1C(=O)NC2(CCOc3ccccc32)C1=O)c1ccc(F)c(F)c1 (configuration not stated)	2	-3	-11	-4	0.0	1	99	1	-16
N#CCN1CCC2(O)CCCCC2C1c1ccc2c(c1)OCO2 (configuration not stated)	0	-2	6	0	-2.8	3	107	0	-1
CC(C)C(=O)NC(=S)Nc1ccc(S(=O)(=O)N(C)C)cc1	0	-4	0	5	-0.5	0	95	4	5
CCCCn1c(N)c(N(CC(C)C)C(=O)c2ccc(OCc3c(C)noc3C)cc2)c(=O)[nH]c1=O	-2	-2	-1	-12	-1.9	-2	101	-1	68
CCN(CC)c1ccc2oc(=O)c(C)nc2c1	22	-2	112*	110*	0.0	-1	92	-10	4
Cc1cc(NC(=O)COC(=O)c2cccc(S(=O)(=O)N(C)C3CCCCC3)c2)no1	1	0	3	4	-0.3	-3	86	7	15
O=C(NCCCN1CCOCC1)C(=O)NCc1ccccc1	0	-2	4	2	-1.4	5	95	-4	1
COc1ccc(CCNC(=O)C2CCN(S(=O)(=O)c3ccc(SC)cc3)CC2)cc1	-1	-3	9	-1	-0.3	1	99	7	-2
COc1ccc(-c2cc(=O)oc3cc(OCC(=O)NCCCn4ccnc4)ccc23)cc1	0	2	9	-6	5.1	-1	104	-7	.
CCCNC(=O)CCn1cc(-c2ccc(OC)cc2)nc1-c1ccncc1	-2	-2	-21	7	-0.6	0	96	-5	9
Cc1ccc([C@@H]2[C@@H]3C(=O)N(C)C(=O)[C@@H]3[C@]3(Cc4ccccc4)C(=O)N(Cc4ccccc4)CC(=O)N23)o1	-3	-2	4	1	-0.7	-1	90	3	-1
O=C(Cn1c(-c2ccccc2)c[n+]2ccsc12)c1ccccc1	-4	-5	2	-4	0.6	-3	78	-1	0
Cc1cc([N+](=O)[O-])ccc1Nc1nc2ccccc2n2cnnc12	-1	-1	-6	13	0.4	-2	113	9	-30
Cc1nnc(NC(=O)C2CCCN(c3ncccn3)C2)s1 (configuration not stated)	-4	-3	12	-6	3.5	3	98	-5	10
Cc1cc(C)n(CCCNC(=O)CCNS(=O)(=O)c2ccccc2C(F)(F)F)n1	1	-1	2	1	0.6	-2	98	2	16
Cn1nnnc1SCC(=O)N1c2ccccc2CCc2ccccc21	-2	-6	-9	0	1.6	-2	94	0	3
COc1cc(/C=N/NC(=O)c2cccc(N3CCCC3=O)c2)ccc1O	-3	2	-7	-8	-1.3	-1	99	-14	-4
CCc1ccc(NC(=O)CSc2ccc(-c3ccco3)nn2)cc1	2	2	-6	-4	2.0	0	100	5	-26
Cc1cc([N+](=O)[O-])nn1CC(=O)NCCCn1ccnc1	-5	0	-7	4	1.3	-1	103	-5	18
Cc1[nH]c(=O)[nH]c(=O)c1S(=O)(=O)N1CCN(c2ccccc2)CC1	-3	-2	12	9	0.5	-3	98	2	3
O=C(O)c1cc2c(=O)c3ccccc3oc2nc1C(F)(F)F	2	-1	9	2	-1.8	-1	106	7	-22
COc1ccccc1N1C(=O)c2ccc(C(=O)Nc3ccccc3O)cc2C1=O	1	-2	0	8	-1.5	3	96	-3	6
CCOC(=O)CSc1nc(C)cc(C)n1	3	-5	13	-3	-1.2	0	125	-7	-17
COc1ccc(N2C3=C(CC4=C2CCCC4=O)C(=O)CCC3)cc1	-19	34*	-3	-1	-0.3	1	92	39	2
COc1ccccc1N1CCN(C(=O)c2cc(-c3ccc4c(c3)OCO4)on2)CC1	0	-4	11	7	0.3	5	114	3	-6

Next records
SMILES	TPT1 inhibitor	PP1 counter	ZTA counter	EBNA-1 inh	PP5 primary	CTSL1 counter	CR mimetic SO	HCV core dimer	JMJD2C inh
CCCn1nc(C(=O)NCC(C)(C)N2CCOCC2)c2ccccc2c1=O	2	0	2	11	-0.1	1	97	-2	-3
N/C(CS(=O)(=O)c1ccccn1)=N\OC(=O)c1ccc(Cl)cc1	-2	-4	11	-4	1.9	-2	103	1	-8
CC12CCC(=O)N1C(C(=O)Nc1cc(C(F)(F)F)ccc1N1CCOCC1)CS2 (configuration not stated)	-2	-6	-9	1	-0.1	5	96	-2	21
CCCN1CCN(CCCNC(=O)Cn2nc(C)n3c(cc4cc(OC)ccc43)c2=O)CC1	4	-6	10	-6	-1.6	-1	108	-16	-3
Nc1ccc2nc(-c3ccc(Cl)cc3)[nH]c2c1	5	8	-3	0	2.6	4	96	-58	5
COc1oc(-c2ccccc2)nc1C(F)(F)F	1	1	-16	6	3.2	1	91	-1	0
CC(=O)Nc1ccccc1OCC(=O)NC1CCCCC1C (configuration not stated)	.	-5	-1	.	0.8	.	84	.	4
Cc1ccc(NC(=O)CN(C)C(=O)C2COc3ccccc3O2)cc1 (configuration not stated)	1	-4	5	-5	0.3	-1	106	6	2
Cc1ccc(/C=C/C(=O)Nc2ccc(S(N)(=O)=O)cc2)o1	7	0	-15	-1	2.0	4	101	0	6
COCCNC(=O)C(=O)c1c(-c2ccccc2)[nH]c2ccccc12	2	0	3	5	-1.0	-1	103	0	15
O=C(CN1CCOCCOCCN(CC(=O)Nc2ccccc2)CCOCC1)Nc1ccccc1	-1	-1	-3	-16	4.5	3	99	-2	-7&1
O=C(/C=C/c1ccccc1)Nc1ccc(NC(=O)c2cccs2)cc1	-6	11	4	1	-2.0	0	90	0	1
COCC(C)OC(=O)c1c(N)n(-c2ccc(OC)c(OC)c2)c2nc3ccccc3nc12 (configuration not stated)	1	-4	17	2	2.1	-3	90	3	-7
c1cnc2c(C3NCCc4c3[nH]c3ccccc43)cccc2c1 (configuration not stated)	-2	-1	3	6	1.1	-3	73	-2	1
CSc1nc(Oc2cccc(C(F)(F)F)c2)cc(C(F)(F)F)n1	-2	0	-7	-13	2.9	0	104	-2	-7
